# Screens (PubChem)
# LYP inhibition – LYP phosphatase inhibitors, primary screen, biochemical, DiFMUP fluorescence, recombinant catalytic domain, 10 µM (AID 606) | Tyrosine-protein phosphatase non-receptor type 22 (Homo sapiens) | recombinant LYP catalytic domain, DiFMUP fluorescence; higher % means a stronger effect | one-dose inhibition, % at 10 µM; IC50 in µM for titrated hits | 52,000 tested, under 10 active;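 active means IC50 under 40 µM in the dose-response test; inactive means IC50 of 40 µM or more, or never dose-tested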
# TNAP inhibition – human TNAP enzyme inhibitors, biochemical, luminescent (AID 518); purified TNAP enzyme, luminescent substrate readout; higher % means a stronger effect; inhibition, % at 20 µM, or IC50 in µM where a hit was titrated; actives 0.09% (n = 64,000); in the data active means a potency from the dose series; inactive means the rest, 99 in 100 with inhibition below about 22%;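 further: plate controls were vehicle for no effect and reference inhibitor for full effect; many of its hits are not listed in these tables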
# Spn MK inh – S. pneumoniae MK inhibitors, primary screen, biochemical, PK/LDH-coupled NADH absorbance. purified MK, PK/LDH-coupled NADH absorbance 340 nm. mevalonate kinase [Streptococcus pneumoniae D39]. inhibition, % at 10 µM. actives 0.48% (n = 65,000);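 active means ranked among the strongest by inhibition in the single 10 µM screen, a fixed top-ranked set picked for dose follow-up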; further: no value below 0 was filed
# KRASV12 cytotoxicity – cytotoxicity in KRAS-transformed pancreatic duct cells, primary screen, cell-based, fluorescence, HTS (AID 431). HPDE-C7K KRASV12 cells, Alamar Blue viability, 48 h; higher % means a stronger effect. actives 1.7% (n = 63,000). one-dose cytotoxicity, % at 10 µM; EC50 in µM for titrated hits;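 active means compounds whose percent cytotoxicity in the single-dose primary screen, scaled between solvent and toxic-drug controls, exceeds 50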;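 further: 0% = DMSO solvent wells and 100% = doxorubicin-treated wells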
# Spn PMK inh – S. pneumoniae PMK inhibitors, primary screen, biochemical, mevalonate pathway, pilot trial included | phosphomevalonate kinase (Streptococcus pneumoniae D39) | inhibition, % at 10 µM | actives 0.49% (n = 65,000) | purified PMK, PK/LDH-coupled NADH absorbance 340 nm;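 active means top-ranked compounds by inhibition in the single 10 µM screen, taking a fixed number of the strongest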;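 further: 0% = full reaction with DMSO carrier and 100% = background rate without enzyme reaction; no value below 0 was filed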
# HT1080 cytotoxicity – cytotoxicity in HT1080 fibrosarcoma cells, cell-based, fluorescence readout (AID 620); HT1080 viability, fluorescence; higher % means a stronger effect; one-dose cytotoxicity, % at 10 µM; EC50 in µM for titrated hits; actives 0.42% (n = 87,000);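 further: cells exposed to compound overnight then 4 h with Alamar Blue; 0% = vehicle DMSO and 100% = killing control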
# DPM-DC inhibit – S. pneumoniae DPM-DC inhibitors, primary screen, biochemical, PK/LDH-coupled NADH fluorescence; diphosphomevalonate decarboxylase (Streptococcus pneumoniae D39); purified DPM-DC; calls only at 10 µM; actives 0.49% (n = 65,000);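 active means the 320 compounds with the highest percent inhibition in the single-dose primary screen, excluding strongly autofluorescent ones, cut at about 32% in these data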;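 further: kinetic rate of NADH fluorescence loss reporting ADP formed by the decarboxylase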
# HPDE-C7 viability – cytotoxicity in HPDE-C7 cells, cell-based, fluorescence, HTS (AID 430) | HPDE-C7 pancreatic duct cells viability, fluorescence; higher % means a stronger effect | cytotoxicity, % at 10 µM; hits with a dose series show EC50 in µM | actives 1.8% (n = 63,000);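 further: cells exposed to compound for 48 hours before viability readout; 0% = vehicle and 100% = reference cytotoxic drug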
# Bfl-1 displacement – Bfl-1 inhibitors, primary screen, biochemical, fluorescence polarization, FITC-Bid, mouse (AID 432); Bcl-2-related protein A1 (Mus musculus); actives 0.02% (n = 64,000); FITC-Bid BH3 peptide fluorescence polarization displacement; higher % means a stronger effect; one-dose displacement, % at 20 µM; IC50 in µM for titrated hits; in the data active means a potency from the dose series; inactive means the rest, 99 in 100 with displacement below about 15%; further: strong numbers were not always called active
# Spn PMK inh pilot replicates – second read-out of Spn PMK inh, no call of its own (marks repeat the call); inhibition, %; measured here: pilot screen replicates
# Spn MK inh pilot replicates – recorded beside Spn MK inh, whose call it bears; inhibition, %; measured here: pilot screen replicates
# DPM-DC inhibit pilot screen % – also measured in DPM-DC inhibit; calls as there; inhibition, %; measured here: pilot screen trials
# Numbers without * were called inactive; i = inactive; x = not tested or not shown. Unless noted, no stated cut-off is given here; in the data, active means cytotoxicity above about 50%; inactive means the rest.
SMILES,LYP inhibition,TNAP inhibition,Spn MK inh,KRASV12 cytotoxicity,Spn PMK inh,HT1080 cytotoxicity,DPM-DC inhibit,HPDE-C7 viability,Bfl-1 displacement,others
CCOC(=O)C1=C(C)N=C2SC(C)C(=O)N2C1c1ccc(OC(C)=O)c(OC)c1 (stereo not drawn),-2.1%,11.7%,10.0,-0.2%,3.0,-15.4%,i,0.0%,3.4%,
COc1ccc2c(c1)N(C(=O)CSc1n[nH]c(C)n1)C(C)(C)C=C2C,10.9%,-5.7%,8.0,-1.3%,13.0,-2.3%,i,0.5%,-3.0%,
C=CCNC(=O)C1CC(c2cccc(OC)c2)=NO1 (stereo not drawn),7.9%,6.2%,6.0,1.3%,10.0,-9.0%,i,-8.4%,-2.2%,
CCc1cccc(NC(=O)Nc2cccs2)c1,x,16.0%,2.0,5.0%,11.0,-0.1%,i,4.7%,-12.5%,
COc1ccccc1NC(=O)C(C)NS(=O)(=O)c1ccccc1 (stereo not drawn),-9.7%,4.3%,11.0,2.3%,4.0,2.8%,i,0.5%,4.1%,
O=C(c1cccnc1)N1CCC(c2nc3ccccc3[nH]2)CC1,5.3%,7.1%,0.0,-11.8%,11.0,-21.2%,i,-2.8%,-8.7%,
COc1cccc(NC(=O)CSc2nc3n[nH]c(C)c3c(=N)n2-c2cccc(OC)c2)c1,-10.6%,x,2.0,x,18.0,-6.5%,i,x,x,
Cc1noc(C)c1S(=O)(=O)N1CCCC(C(=O)NCCC2=CCCCC2)C1 (stereo not drawn),x,0.6%,7.0,-1.6%,9.0,0.4%,i,-0.7%,-4.9%,
O=C(c1cn(-c2ccccc2)nc1-c1ccccc1)N1CCOCC1,7.6%,2.9%,0.0,-11.1%,0.0,-3.5%,i,-15.1%,2.4%,
COc1ccc2sc(C)nc2c1NC(C)=O,2.2%,8.4%,12.0,-1.6%,13.0,2.5%,i,-5.3%,-6.0%,

# Retrieved by structure from the entries so far:
SMILES,LYP inhibition,TNAP inhibition,Spn MK inh,KRASV12 cytotoxicity,Spn PMK inh,HT1080 cytotoxicity,DPM-DC inhibit,HPDE-C7 viability,Bfl-1 displacement,others
O=C(c1cn(-c2ccccc2)nc1-c1ccccc1)N1CCOCC1,7.6%,2.9%,0.0,-11.1%,0.0,-3.5%,i,-15.1%,2.4%,
Cc1noc(C)c1S(=O)(=O)N1CCCC(C(=O)NCCC2=CCCCC2)C1 (stereo not drawn),x,0.6%,7.0,-1.6%,9.0,0.4%,i,-0.7%,-4.9%,
COc1ccc2c(c1)N(C(=O)CSc1n[nH]c(C)n1)C(C)(C)C=C2C,10.9%,-5.7%,8.0,-1.3%,13.0,-2.3%,i,0.5%,-3.0%,
COc1ccc2sc(C)nc2c1NC(C)=O,2.2%,8.4%,12.0,-1.6%,13.0,2.5%,i,-5.3%,-6.0%,

# Further compounds
SMILES,LYP inhibition,TNAP inhibition,Spn MK inh,KRASV12 cytotoxicity,Spn PMK inh,HT1080 cytotoxicity,DPM-DC inhibit,HPDE-C7 viability,Bfl-1 displacement,others
O=C(Nc1ccccc1)N(C1=NCCCCS1)c1ccccc1,11.2%,8.3%,0.0,10.6%,11.0,17.3%,i,1.6%,0.0%,
CC(=O)/C(C[N+]1(C)CCCCC1)=N\O,14.8%,8.5%,11.0,-13.2%,8.0,-1.8%,i,-4.1%,-9.0%,Spn PMK inh pilot replicates=1.5;Spn MK inh pilot replicates=1.5;DPM-DC inhibit pilot screen %=0.0
COCCN1Cc2cccc(C(=O)Nc3c(C)cc(C)cc3C)c2C1=O,1.6%,9.9%,0.0,-11.3%,0.0,28.7%,i,-10.3%,-11.9%,
O=C(NC1CCCCC1)N1CCC(n2cnc3ccccc32)CC1,x,5.4%,14.0,-8.4%,11.0,-3.0%,i,-7.9%,-5.6%,
CC(C)(C)N1C(=O)Cc2c1nc(N)c1c(N)nc(N3CCCCC3CO)c(C#N)c21 (stereo not drawn),5.9%,5.4%,0.0,59.9%*,15.0,5.8%,x,54.6%*,15.3%,
C/C(=C\C(=O)c1ccc(Br)cc1)N1CCCCC1,-0.5%,9.1%,5.0,1.6%,0.0,6.9%,i,5.7%,-5.1%,
O=C1CC(C(=O)N2CCN(c3ccc(F)cc3)CC2)CN1CCc1ccccc1 (stereo not drawn),-3.3%,4.9%,8.0,3.1%,9.0,-5.4%,i,1.3%,6.3%,
COc1ccc(C(=O)NCCSCc2ccco2)cc1OC,-10.4%,0.6%,6.0,-1.4%,9.0,4.5%,i,5.5%,5.2%,
CN(C)C(=O)c1nc(C#N)c(N(C)C)o1,7.9%,6.1%,8.0,4.3%,12.0,-6.5%,i,8.3%,-6.2%,
COc1ccccc1N1CCN(c2cc(=O)n(-c3ccc(Br)cc3)c(=O)[nH]2)CC1,12.3%,4.7%,4.0,-6.7%,6.0,2.1%,i,-10.2%,-4.3%,
CCOC(=O)c1csc(NC(=O)c2ccc(S(=O)(=O)N(C)C)cc2)n1,5.1%,19.6%,12.0,5.4%,0.0,0.8%,i,3.6%,4.2%,
CCOc1cccc(-c2nn3c(-c4ccco4)nnc3s2)c1,7.0%,11.2%,2.0,3.2%,6.0,0.6%,i,12.5%,0.2%,
CCCSc1nc2c(c(=O)[nH]c(=O)n2C)n1Cc1ccc(C)cc1,8.8%,12.4%,6.0,-3.9%,6.0,0.2%,i,-4.6%,-11.0%,
COC(=O)c1cc(-c2c(C)nn(-c3ccccc3)c2C)n[nH]1,16.7%,16.6%,6.0,27.1%,0.0,0.8%,i,20.1%,-1.0%,Spn PMK inh pilot replicates=4.0;Spn MK inh pilot replicates=5.5;DPM-DC inhibit pilot screen %=0.0
Cc1ccc(NC(=O)c2ccco2)c(NC(=O)c2cccs2)c1,7.8%,17.1%,3.0,-4.8%,0.0,11.3%,i,-17.9%,2.2%,Spn PMK inh pilot replicates=2.0;Spn MK inh pilot replicates=0.0;DPM-DC inhibit pilot screen %=0.5
COc1ccc(CN2CC(C(=O)NCCC3=CCCCC3)CC2=O)cc1 (stereo not drawn),16.0%,6.1%,1.0,-14.4%,0.0,-3.4%,i,-24.5%,-5.8%,
CC(C)N(Cc1cc2ccccc2[nH]c1=O)C(=O)C(C)(C)C,-2.0%,3.5%,12.0,-6.4%,14.0,0.8%,i,-21.8%,-0.5%,
CCCn1c(N2CCN(CC(=O)c3c[nH]c4ccccc34)CC2)nc2c1c(=O)[nH]c(=O)n2C,x,21.7%,4.0,7.4%,5.0,-17.1%,i,16.2%,2.6%,
CCOc1ccc(C2N(c3ccc(Cl)cc3)C(=O)C3CCCN32)cc1OC (stereo not drawn),-10.3%,7.0%,8.0,-2.5%,11.0,-1.4%,i,-0.4%,-1.5%,
Cc1ccc(C(=O)CC2(O)C(=O)N(CN3CCOCC3)c3ccccc32)cc1 (stereo not drawn),0.9%,2.3%,0.0,-34.9%,14.0,-70.0%,i,-67.6%,-7.3%,Spn PMK inh pilot replicates=0.5;Spn MK inh pilot replicates=0.0;DPM-DC inhibit pilot screen %=1.0
COc1ccc(Nc2ncnc3c2oc2ccccc23)cc1,x,10.7%,6.0,-2.9%,14.0,-4.6%,i,-10.4%,-2.1%,
COc1ccc(N(C)S(=O)(=O)c2c(C)[nH]c(=O)[nH]c2=O)cc1,x,7.4%,0.0,-6.3%,11.0,-5.3%,i,-7.5%,0.5%,
O=C(OCc1c(F)cccc1Cl)c1cnccn1,16.2%,5.6%,18.0,-8.1%,10.0,-8.7%,i,2.6%,-0.3%,
O=C(c1cc2c(s1)-c1ccccc1OC2)N1CCCC1,3.5%,4.9%,9.0,-8.7%,2.0,-6.1%,x,-19.8%,-0.7%,
Cc1cc(NC(=O)c2cccc(S(=O)(=O)N3CC(c4ccccc4)CC3=O)c2)no1 (stereo not drawn),0.2%,9.5%,5.0,11.7%,3.0,-5.0%,i,10.6%,-1.8%,Spn PMK inh pilot replicates=1.5;Spn MK inh pilot replicates=1.5;DPM-DC inhibit pilot screen %=0.5
C/C(=C\C(=O)c1ccc(F)cc1)Nc1ccc(N2CCOCC2)cc1,1.2%,5.6%,8.0,-2.0%,11.0,-2.0%,i,-6.3%,7.3%,Spn PMK inh pilot replicates=0.0;Spn MK inh pilot replicates=0.0;DPM-DC inhibit pilot screen %=1.5
Brc1c(CSc2nnc(-c3ccco3)o2)nc2ccccn12,11.0%,12.5%,0.0,10.2%,7.0,12.4%,i,9.2%,-6.6%,
CCOC(=O)C1CCCN(C(=O)Cc2c(F)cccc2Cl)C1 (stereo not drawn),1.6%,10.0%,6.0,-15.6%,0.0,0.2%,i,-22.5%,-9.7%,
CCOC(=O)Cc1csc(NC(=O)c2csc(C)c2)n1,-1.1%,3.6%,10.0,6.2%,11.0,5.3%,i,-0.2%,-1.5%,
O=P(O)(CCc1ccccc1)CN1CCCCC1,3.3%,20.9%,0.0,2.1%,0.0,-10.4%,i,-13.5%,0.9%,Spn PMK inh pilot replicates=0.0;Spn MK inh pilot replicates=0.0;DPM-DC inhibit pilot screen %=0.0
Cc1cccc2cc(CN(Cc3cccs3)C3(c4nnnn4C4CCCC4)CCCC3)c(=O)[nH]c12,x,5.2%,4.0,15.1%,13.0,-1.4%,i,14.1%,-4.5%,
COc1ccc(Cn2nnnc2CN2CCOCC2)cc1,7.4%,9.9%,10.0,-10.2%,14.0,5.4%,i,-5.5%,9.6%,Spn PMK inh pilot replicates=2.5;Spn MK inh pilot replicates=2.5;DPM-DC inhibit pilot screen %=7.5
Cc1ccc(C)c(Cn2c(CO)nc3ccccc32)c1,17.9%,3.4%,3.0,2.0%,7.0,2.0%,i,-1.0%,-9.0%,
COC(=O)C(Cc1ccccc1)NC(=O)CSc1nc(N)cc(=O)[nH]1 (stereo not drawn),8.0%,0.7%,0.0,-5.5%,16.0,0.2%,i,-13.5%,1.2%,
Cn1nnnc1SCC(=O)Nc1ccccc1Cc1ccccc1,-1.2%,6.6%,0.0,-9.2%,15.0,-1.3%,i,-3.5%,-1.0%,
O=C(Nc1ccccc1)C1=C(O)CC(c2ccco2)CC1=Nc1ccccc1 (stereo not drawn),-4.1%,1.5%,4.0,14.6%,0.0,4.7%,i,19.0%,1.6%,
Cc1cc(C)nc(Nc2ccc(N3CCOCC3)cc2)n1,2.5%,4.9%,11.0,-10.3%,7.0,6.1%,i,-17.3%,-4.2%,
COC(=O)C1(C)NC(c2ccco2)C2C(=O)N(c3ccc(C)cc3)C(=O)C21 (stereo not drawn),8.8%,13.8%,5.0,5.8%,10.0,-2.4%,i,11.4%,-3.4%,Spn PMK inh pilot replicates=4.0;Spn MK inh pilot replicates=0.5;DPM-DC inhibit pilot screen %=0.0
COC(=O)c1ccc(OC(=O)C2CC(=O)N(c3cccc(C)c3)C2)cc1 (stereo not drawn),3.3%,8.2%,8.0,10.8%,10.0,-0.2%,i,2.4%,22.0%,
